HCV NS3 hel inh – inhibitors of HCV NS3 helicase, primary screen, biochemical, Cy5 molecular beacon fluorescence; Hepatitis C virus NS3 helicase; NS3 helicase DNA unwinding; inhibition, % at 10.9 µM; hit rate 0.56% among 290,000;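 active = inhibition above the mean of all tested compounds plus 3 SD, set per campaign, cut at about 35% in these data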;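 also: 0% = DMSO wells and 100% = thioflavine S control wells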
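System: Hepatitis C virus NS3 helicase domain fragment enzyme | Reagent: Annealed dual-labelled DNA beacon duplex, ATP-started | Compound dosing: 10.9 µM single point, 0.8% DMSO | Incubation: 1 h reaction at 25 °C, ATP-initiated | Technique: Cy5 fluorescence | Evaluation: Percent inhibition from t60/t0 fluorescence ratio | Benchmarks: Low DMSO, high thioflavine S at 110 µM | Replication: Singlicate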
UBC9 SUMO inh – inhibitors of in vitro SUMOylation cascade, primary screen, biochemical, HTRF, uHTS. inhibition, % at 35 µM. HTRF SUMOylation assay, SAE1/SAE2 + UBC9. AID 2006, 2009. hit rate 0.36% among 290,000. SUMO-conjugating enzyme UBC9 (Homo sapiens), P63279; in the data active = inhibition above about 50%, passing the limit was not always enough; also: strong numbers were not always called active
Target sequence (P63279 whole entry, looked up): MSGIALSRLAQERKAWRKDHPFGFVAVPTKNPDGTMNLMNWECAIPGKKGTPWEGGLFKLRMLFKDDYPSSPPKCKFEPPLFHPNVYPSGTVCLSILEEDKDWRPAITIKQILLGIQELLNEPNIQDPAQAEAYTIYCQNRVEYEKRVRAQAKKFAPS
PHOSPHO1 inh – PubChem AID 1565; Phosphoethanolamine/phosphocholine phosphatase (Homo sapiens), Q8TCT1; recombinant PHOSPHO1, absorbance phosphatase assay; inhibition, % at 13.3 µM; hit rate 1.1% among 290,000; in the data active = inhibition above about 60%
Target sequence (Q8TCT1 whole entry, looked up): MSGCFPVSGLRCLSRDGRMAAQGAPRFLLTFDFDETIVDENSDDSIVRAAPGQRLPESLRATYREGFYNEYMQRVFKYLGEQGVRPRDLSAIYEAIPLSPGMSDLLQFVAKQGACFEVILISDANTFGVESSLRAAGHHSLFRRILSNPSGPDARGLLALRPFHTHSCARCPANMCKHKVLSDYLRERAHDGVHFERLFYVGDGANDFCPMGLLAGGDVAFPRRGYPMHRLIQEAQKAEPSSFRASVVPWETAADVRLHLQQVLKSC
FID counter – compounds displacing fluorescent DNA intercalator, primary screen, artefact control for HCV NS3 helicase inhibitor project, biochemical, FID fluorescence; DNA fluorescent intercalator displacement; inhibition, % at 7.9 µM; hit rate 0.17% among 290,000; in the data active = inhibition above about 37%;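 also: 0% = vehicle and 100% = reference compound; higher means more ethidium bromide displaced from hairpin DNA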
IDE cell activ – human IDE activators in live cells, primary screen, fluorescence polarization, HEK cells, FAbeta-B substrate; FAbeta-B cleavage; 0% vehicle, 100% cell-free pure enzyme wells; hit rate 0.073% among 340,000; activation, % at 5.96 µM;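 active = activation above the mean of all tested compounds plus 3 SD, set per screening campaign, cut at about 17% in these data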
MEKK3 PB1 HTS – modulators of MEKK3-MEK5 PB1 binding, primary screen, biochemical, wildtype MEKK3, multiplex bead flow cytometry, Alexa488-MEK5; bead-based flow cytometry, Alexa488-MEK5 binding to MEKK3; actives lie on both sides; 0 = blocked by unlabeled MEK5, 100 = vehicle; Mitogen-activated protein kinase kinase kinase 3 (Homo sapiens), Q99759; binding response (% of control), % at 10 µM; hit rate 1.4% among 290,000;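 active = binding response more than 3 SD above or below the average of its plate-row segment, actives on both sides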;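 also: Alexa488 bead fluorescence after subtracting the streptavidin-only scavenger bead signal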
Target sequence (Q99759 whole entry, looked up): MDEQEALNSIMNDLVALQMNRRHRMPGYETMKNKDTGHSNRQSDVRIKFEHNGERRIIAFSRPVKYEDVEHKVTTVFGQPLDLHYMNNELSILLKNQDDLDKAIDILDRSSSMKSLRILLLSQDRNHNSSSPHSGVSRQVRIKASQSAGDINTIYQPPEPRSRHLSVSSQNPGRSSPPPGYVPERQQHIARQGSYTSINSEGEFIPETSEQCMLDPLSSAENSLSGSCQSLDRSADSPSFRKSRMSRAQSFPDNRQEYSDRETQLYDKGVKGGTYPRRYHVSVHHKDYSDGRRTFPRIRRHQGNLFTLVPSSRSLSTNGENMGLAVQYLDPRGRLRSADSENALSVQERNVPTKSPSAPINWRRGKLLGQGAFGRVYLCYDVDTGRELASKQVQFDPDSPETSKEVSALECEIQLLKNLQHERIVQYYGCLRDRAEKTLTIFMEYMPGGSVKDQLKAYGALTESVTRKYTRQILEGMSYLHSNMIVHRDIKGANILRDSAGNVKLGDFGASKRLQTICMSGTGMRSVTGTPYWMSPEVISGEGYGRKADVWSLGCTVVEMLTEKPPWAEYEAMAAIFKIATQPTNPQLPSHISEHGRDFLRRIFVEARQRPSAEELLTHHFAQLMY
IMP-1 inh – IMP-1 metallo-beta-lactamase inhibitors, primary screen, biochemical, epi-absorbance readout, Pseudomonas aeruginosa enzyme; purified IMP-1, nitrocefin hydrolysis, epi-absorbance fluorescence; inhibition, % at 5.6 µM; hit rate 0.45% among 290,000;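 active = inhibition above the mean plus 3 SD of all compounds in the same screening run, cut at about 4.5% in these data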;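 also: 0% = IMP-1 with DMSO and 100% = DMSO wells lacking enzyme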
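System: Purified IMP-1 | Read-out basis: Percent enzyme inhibition | Controls: IMP-1 with DMSO as 0%, enzyme-free DMSO as 100% | Replicates: One well per compound | Doses: 5.6 µM nominal single concentration | Detection: Epi-absorbance fluorescence, 480 nm excitation, 530 nm emission | Incubation: 25 °C, 15 min preincubation, 25 min reaction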
VIM-2 inhibitor – VIM-2 metallo-beta-lactamase inhibitors, primary screen, biochemical, epi-absorbance readout, Pseudomonas aeruginosa enzyme; hit rate 0.89% among 290,000; inhibition, % at 5.6 µM; AID 1527, 2009; purified VIM-2, nitrocefin hydrolysis, epi-absorbance fluorescence;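 active = inhibition above the mean of all tested compounds plus 3 SD, cutoff set per screening run, cut at about 7.5% in these data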;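 also: red hydrolysis product quenches plate fluorescence so inhibitors raise well fluorescence; 0% = enzyme with DMSO and 100% = DMSO without enzyme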
pCIP destab – p/CIP-EGFP fusion destabilizers, primary screen, fluorescence, F442A cells | Q05BA5 | 16 h | decrease of EGFP signal, % at 10 µM | hit rate 0.01% among 290,000 | AID 1984, 2009;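 active = EGFP signal decrease of at least 30% at 10 µM or well 3 SD below plate mean, unless failing retest; inactive = the rest, including hits failing retest or dose response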; also: some compounds called inactive have numbers as strong as hits; many of its hits are not listed in these tables
Active calls of the source: *; . = not tested or not shown. The list is partial; rates above refer to the full screens.

SMILES | HCV NS3 hel inh | UBC9 SUMO inh | PHOSPHO1 inh | FID counter | IDE cell activ | MEKK3 PB1 HTS | IMP-1 inh | VIM-2 inhibitor | pCIP destab
CCNC(=O)COc1ccc(-c2ccccc2)cc1 | 0 | 18 | -6 | -3 | -5 | 97 | -4.5 | -0.8 | -2
CCn1c(C)c(P(c2ccccc2)c2ccccc2)[n+]2ccccc12 | -19 | -3 | -21 | 16 | -2 | 87 | -0.5 | -1.6 | -22
CCOC(=O)c1ccc(NC(=O)N(CC)CC)cc1 | -7 | -4 | -20 | -6 | 3 | 94 | -0.3 | -5.0 | 6
NC(=O)c1ccsc1NC(=O)c1ccc2c(c1)CCCC2 | -9 | -9 | -4 | 3 | 2 | 94 | -3.1 | -2.0 | 4
O=C(O)CSCC(=O)Nc1cccc(C(F)(F)F)c1 | 10 | 0 | 62* | 5 | 1 | 90 | -2.5 | -0.9 | 4
O=C1NC2(CCc3ccccc3C2)C(=O)N1CCOc1cccc(Cl)c1 (stereo not given) | -10 | -10 | -4 | -28 | -1 | 87 | 2.5 | 0.1 | 2
O=C1CC(SCc2nc3ccccc3[nH]2)C(=O)N1c1ccc(F)c(Cl)c1 (stereo not given) | 4 | 11 | -9 | -18 | -8 | 96 | -2.8 | -3.2 | -1
CC1CC1C(=O)OCC(=O)Nc1ccc2[nH]c(=O)[nH]c2c1 (stereo not given) | 6 | 11 | 46 | 0 | -1 | 97 | -2.2 | -1.8 | -7
CC(=O)N1CCN(C(=O)CCc2cc(C(C)(C)C)c(O)c(C(C)(C)C)c2)CC1 | 5 | -4 | 25 | -43 | 9 | 98 | 0.8 | 0.3 | -14
Cc1ccc(-n2c(SCC3CNC(=O)O3)nnc2-c2ccccc2)cc1C (stereo not given) | 5 | -17 | 7 | -28 | . | 95 | -2.3 | -0.6 | 10
COc1ccc(NC(=O)C2CCCN2S(=O)(=O)c2ccc3c(c2)CCC(=O)N3)cc1Cl (stereo not given) | -3 | -16 | -14 | -9 | 5 | 100 | -3.6 | -3.3 | 19
COc1ccc(CCNCc2ccc(OCc3ccccc3)cc2)cc1 | -63 | 4 | 32 | 12 | 7 | 104 | -1.1 | -0.7 | -12
N#Cc1c(-c2ccccc2)c(-c2ccccc2)n[nH]c1=O | -7 | 6 | 7 | -5 | 1 | 99 | -1.7 | -0.3 | 3
CCOC(=O)c1oc2ccc(S(=O)(=O)n3nc(-c4ccc(C)cc4)cc3N)cc2c1C | 7 | -22 | -11 | 0 | 2 | 104 | -4.2 | -2.9 | -3
COCCn1c(SCC(=O)Nc2ccccc2OC)nc2ccccc21 | -4 | -9 | -14 | -19 | 5 | 101 | -1.0 | -0.6 | 23
Cc1ccc(C23CC4CC(CC(C(=O)NCC(=O)O)(C4)C2)C3)cc1 | 20 | -18 | 39 | -27 | 4 | 103 | -1.2 | 1.5 | -1
O=C(OCC(=O)N1CCN(C(=O)c2ccco2)CC1)c1cc(S(=O)(=O)Nc2ccc(Cl)cc2)ccc1O | 14 | 0 | 7 | -22 | 5 | 100 | -2.9 | 0.0 | 0
COc1ccccc1C(O)P(=O)(OCC(C)C)c1ccc(N(C)C)cc1 (stereo not given) | -7 | 6 | 11 | -31 | 3 | 106 | -2.2 | -1.4 | 1
CC(C)OC(=O)CSc1nnc(Cc2ccccc2)n1Cc1ccco1 | 7 | 0 | 45 | -23 | 5 | 101 | 2.3 | -2.3 | 2
O=C(Cn1cnc2ccccc2c1=O)Nc1nnc(C2CC2)s1 | 5 | 7 | -6 | -5 | 1 | 109 | -3.0 | -4.6 | 1
Cc1nc(COC(=O)c2ccc(S(=O)(=O)N3CCCC3)cc2)cs1 | -8 | 4 | 81* | -22 | 7 | 109 | -2.4 | -3.0 | -2
Cc1c(Cc2ccccc2)c(=O)oc2cc(OCC(=O)NCc3ccccn3)ccc12 | -6 | 27 | 15 | -44 | 9 | 90 | -1.2 | 1.8 | -6
CCOC(=O)C1(CC2CC2)CCN(C(=O)c2cc(C)nc3ccc(CC)cc23)CC1 | -6 | 0 | 41 | -45 | 7 | 103 | -3.5 | -1.3 | -9
COc1ccc(-n2ncc3c(N4CCN(Cc5ccccc5)CC4)ncnc32)cc1 | -3 | 1 | 38 | 0 | -4 | 108 | -4.2 | -0.2 | -11
COC(=O)COc1ccc2c(-c3cccc([N+](=O)[O-])c3)cc(=O)oc2c1 | 1 | -15 | -15 | 3 | 3 | 107 | -2.2 | -1.9 | 8

Given as tab-separated lines: entries from further up.
Structure	HCV NS3 hel inh	UBC9 SUMO inh	PHOSPHO1 inh	FID counter	IDE cell activ	MEKK3 PB1 HTS	IMP-1 inh	VIM-2 inhibitor	pCIP destab
Cc1ccc(C23CC4CC(CC(C(=O)NCC(=O)O)(C4)C2)C3)cc1	20	-18	39	-27	4	103	-1.2	1.5	-1
O=C(OCC(=O)N1CCN(C(=O)c2ccco2)CC1)c1cc(S(=O)(=O)Nc2ccc(Cl)cc2)ccc1O	14	0	7	-22	5	100	-2.9	0.0	0
COc1ccccc1C(O)P(=O)(OCC(C)C)c1ccc(N(C)C)cc1 (stereo not given)	-7	6	11	-31	3	106	-2.2	-1.4	1
CC(C)OC(=O)CSc1nnc(Cc2ccccc2)n1Cc1ccco1	7	0	45	-23	5	101	2.3	-2.3	2
O=C(Cn1cnc2ccccc2c1=O)Nc1nnc(C2CC2)s1	5	7	-6	-5	1	109	-3.0	-4.6	1
Cc1nc(COC(=O)c2ccc(S(=O)(=O)N3CCCC3)cc2)cs1	-8	4	81*	-22	7	109	-2.4	-3.0	-2
Cc1c(Cc2ccccc2)c(=O)oc2cc(OCC(=O)NCc3ccccn3)ccc12	-6	27	15	-44	9	90	-1.2	1.8	-6
CCOC(=O)C1(CC2CC2)CCN(C(=O)c2cc(C)nc3ccc(CC)cc23)CC1	-6	0	41	-45	7	103	-3.5	-1.3	-9
COc1ccc(-n2ncc3c(N4CCN(Cc5ccccc5)CC4)ncnc32)cc1	-3	1	38	0	-4	108	-4.2	-0.2	-11
COC(=O)COc1ccc2c(-c3cccc([N+](=O)[O-])c3)cc(=O)oc2c1	1	-15	-15	3	3	107	-2.2	-1.9	8

Next section.
SMILES | HCV NS3 hel inh | UBC9 SUMO inh | PHOSPHO1 inh | FID counter | IDE cell activ | MEKK3 PB1 HTS | IMP-1 inh | VIM-2 inhibitor | pCIP destab
O=c1nc2ccccc2c2n1CC(CN1CCN(Cc3ccccc3)CC1)N2 (stereo not given) | -3 | 10 | -4 | 11 | 4 | 105 | -2.3 | 1.1 | -18
O=C(CCNc1ccc(Br)cc1)c1cccc([N+](=O)[O-])c1 | -10 | 3 | 37 | 3 | -5 | 106 | -3.3 | -3.2 | -12
Cn1c(=O)c2c(nc(-n3ccnc3)n2Cc2ccc([N+](=O)[O-])cc2)n(C)c1=O | 8 | 5 | -30 | -2 | 1 | 96 | 0.1 | 0.9 | 0
O=C(NCCc1nc2ccccc2[nH]1)c1cc([N+](=O)[O-])cc([N+](=O)[O-])c1 | 3 | -13 | 2 | 11 | 2 | 106 | 0.6 | -0.2 | 7
C1=C(CCNc2nnnn2-c2ccccc2)CCCC1 | -3 | -7 | -2 | 2 | 4 | 96 | -2.0 | -0.3 | -13
Cc1ccc(C)c(OCC(=O)N2CCc3ccccc3C2)c1 | -3 | 4 | 38 | -42 | 4 | 98 | -2.5 | -3.3 | 4
O=C(Nc1cccnc1)C1CCCN(S(=O)(=O)c2ccccc2)C1 (stereo not given) | 4 | -15 | -4 | -7 | -6 | 90 | -4.9 | -1.2 | -2
CCOC(=O)c1[nH]c(C)c(C(=O)Nc2cccc(Cl)c2C)c1C | -5 | 2 | 9 | -3 | -2 | 105 | 0.0 | -1.2 | 8
Cc1ccc(S(=O)(=O)NNC(=O)c2c(O)c3ccccc3[nH]c2=O)cc1 | -6 | 6 | 33 | 2 | 7 | 101 | -2.2 | -2.0 | -11
CCCN1CCN(C(=O)c2cc(COc3ccc(F)cc3F)on2)CC1 | -5 | 2 | 58 | 0 | -14 | 100 | -2.0 | -1.4 | -12
CN(CCn1ccnc1)C(=O)CC1C(=O)NCCN1Cc1ccccc1C(F)(F)F (stereo not given) | 2 | -4 | -30 | -9 | 5 | 100 | -3.9 | 0.4 | 11
COc1ccc(/C=C(\C#N)C(=O)NC2CCS(=O)(=O)C2)cc1OC (stereo not given) | -4 | 3 | 3 | 1 | -2 | 106 | -2.0 | -0.4 | -1
O=C(CSc1ncccc1-c1nc2ccccc2[nH]1)N1CCCCC1 | 18 | 7 | 89* | -12 | -5 | 100 | -2.3 | -2.5 | -3
CN(C(=O)COC(=O)c1cc([N+](=O)[O-])ccc1Cl)c1ccccc1 | 0 | 1 | 45 | -16 | 5 | 102 | -1.4 | -2.7 | -10
CN1CCN(CC(O)COc2ccc(C34CC5CC(CC(C5)C3)C4)cc2)CC1 (stereo not given) | -58 | -1 | 56 | 16 | 9 | 116 | -3.2 | -2.1 | -1
Cc1cc(C)n2nc(N)c(N=Nc3ccc(Cl)cc3)c2n1 | 3 | -1 | 16 | -1 | -4 | 94 | -1.8 | -2.8 | -7
CCOc1ccc(N(CC(=O)Nc2cccc(N(C)S(C)(=O)=O)c2)S(=O)(=O)c2ccccc2)cc1 | 8 | -24 | -3 | -29 | 2 | 99 | -0.6 | -2.5 | -6
O=C(Cn1nnc(-c2ccccc2F)n1)Nc1ccc2c(c1)OCCO2 | -2 | 4 | 19 | -7 | 2 | 97 | -0.1 | -0.1 | 2
Nc1nnc(/C=C/c2ccccc2Cl)s1 | 2 | 4 | 46 | -6 | 1 | 98 | -2.9 | -2.5 | 4
COc1cccc(C(=O)NNC(=O)Cc2ccc(Cl)cc2)c1 | 0 | -1 | -7 | 0 | 0 | 104 | -1.9 | -1.7 | -11
CCCc1nnc(NC(=O)COC(=O)c2cc(C)nc3ccccc23)s1 | -5 | 18 | 18 | -9 | -2 | 111 | -2.8 | -2.2 | 8
O=C(COC(=O)c1ccc(Br)o1)Nc1ncc(Cl)cc1Cl | -8 | -3 | 12 | -9 | 2 | 98 | -0.6 | -1.1 | -8
CCc1cccc(C)c1NC(=O)c1ccc2nc(N3CCOCC3)sc2c1 | 20 | -1 | -16 | -20 | 2 | 106 | -0.7 | 1.0 | 2

Bioassay records from PubChem BioAssay.
